DNMT1 inh = DNMT1 (human) enzyme inhibition | P26358 | DNMT1 molecular beacon, Hinp1I cleavage, fluorescence | inhibition (reported as % activation of signal), % at 10 µM | hit rate 0.83% among 360,000 | AID 588458; in the data active means inhibition above about 50%
Target sequence (P26358 504-1616 limits assumed): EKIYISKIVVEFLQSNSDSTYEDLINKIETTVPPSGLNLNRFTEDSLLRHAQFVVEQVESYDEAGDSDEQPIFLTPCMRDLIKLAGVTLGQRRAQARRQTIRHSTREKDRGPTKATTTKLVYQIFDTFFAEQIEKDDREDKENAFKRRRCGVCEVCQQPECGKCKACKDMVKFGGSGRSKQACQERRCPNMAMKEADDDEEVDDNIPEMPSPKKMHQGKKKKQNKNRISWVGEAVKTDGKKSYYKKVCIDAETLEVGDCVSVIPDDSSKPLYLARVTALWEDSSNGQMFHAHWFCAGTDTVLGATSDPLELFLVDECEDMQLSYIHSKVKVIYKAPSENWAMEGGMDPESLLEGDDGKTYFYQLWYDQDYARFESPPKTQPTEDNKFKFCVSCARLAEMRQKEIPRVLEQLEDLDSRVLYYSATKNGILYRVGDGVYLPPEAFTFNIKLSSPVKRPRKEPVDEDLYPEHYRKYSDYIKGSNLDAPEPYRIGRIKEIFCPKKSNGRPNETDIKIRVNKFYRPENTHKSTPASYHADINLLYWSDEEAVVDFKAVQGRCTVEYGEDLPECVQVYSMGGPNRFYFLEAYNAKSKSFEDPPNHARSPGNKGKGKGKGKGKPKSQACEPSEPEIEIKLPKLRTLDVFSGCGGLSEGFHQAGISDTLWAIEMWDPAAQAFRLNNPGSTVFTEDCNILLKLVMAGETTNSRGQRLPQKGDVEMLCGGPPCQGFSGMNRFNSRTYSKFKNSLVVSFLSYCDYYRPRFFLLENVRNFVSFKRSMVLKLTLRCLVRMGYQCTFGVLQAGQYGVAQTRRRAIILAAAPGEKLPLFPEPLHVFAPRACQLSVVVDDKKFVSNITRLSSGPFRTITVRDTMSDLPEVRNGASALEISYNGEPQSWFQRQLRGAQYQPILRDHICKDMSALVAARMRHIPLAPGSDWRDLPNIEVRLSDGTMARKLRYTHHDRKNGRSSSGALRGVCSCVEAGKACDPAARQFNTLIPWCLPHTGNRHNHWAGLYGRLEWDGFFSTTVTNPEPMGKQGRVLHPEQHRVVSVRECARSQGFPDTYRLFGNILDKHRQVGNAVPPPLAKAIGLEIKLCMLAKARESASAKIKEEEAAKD
LMPTP block = blocks human LMPTP phosphatase; P24666; recombinant LMPTP-A, OMFP fluorogenic substrate, fluorescence intensity; inhibition, % at 20 µM; hit rate 0.22% among 360,000; AID 651560;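 active means compounds that cut the enzyme signal by at least half of the control window in the single-dose screen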;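 further: plate controls were DMSO wells with enzyme plus substrate for no effect and substrate without enzyme for full effect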
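Test system – LMPTP-A enzyme · Amount – LMPTP-A at 0.625 nM final in the reaction · Buffer or medium – Bis-Tris pH 6.0, DTT, detergent · Reagent – OMFP 400 µM · Doses – single 20 µM dose · Schedule – reaction 50 min, room temperature, dark · Detection – fluorescence intensity of OMFP turnover product · Evaluation – percent inhibition versus substrate-only and uninhibited controls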
SUMO1 PPI mod = modulators of human SUMO1-mediated protein-protein interactions; inhibition, % at 20 µM; hit rate 0.33% among 360,000; AID 602429; SUMO1 binding to a labelled peptide, TR-FRET, 1 h; in the data active means inhibition above about 37%
STEP block = inhibitors of human striatal-enriched phosphatase STEP; P54829; recombinant STEP, OMFP fluorogenic substrate, fluorescence; inhibition, % at 20 µM; hit rate 0.25% among 360,000;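 active means inhibition at 20 µM, scaled per plate between control wells, above about 37%, limit read from the data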;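 further: 0% = DMSO with enzyme and substrate and 100% = substrate only without enzyme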
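System: isolated STEP enzyme; schedule: 20 min enzyme reaction at room temperature, protected from light; medium: Bis-Tris buffer pH 6.0, 2.5 mM DTT, 0.005% Tween 20; signal: fluorescence, 480/540 nm; dosing: single compound dose of 20 µM, 1% DMSO final; also added: OMFP substrate, 25 µM final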
SKN-1 inh = C. elegans SKN-1 inhibition; hit rate 0.49% among 360,000; inhibition, % at 21.8 µM; C. elegans VP596 Pgst-4::GFP/RFP ratio, acrylamide-induced, 24 h;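 active means interference check ratio from 0.5 to 1.5 plus GFP to RFP signal ratio inhibition reaching or exceeding a fixed threshold, cut at about 30% in these data, passing the limit was not always enough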; further: some compounds called inactive have numbers as strong as hits
TbMetRS inhib = blocks T. brucei methionyl-tRNA synthetase activity. purified T. brucei MetRS, ATP depletion, Kinase-Glo luminescence. inhibition, % at 11.9 µM. hit rate 0.4% among 360,000. AID 624268;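 active means inhibition above a per-plate cutoff of the control wells' mean inhibition plus 3 SD, cut at about 5.5% in these data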;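 further: 0% = DMSO wells median and 100% = median of wells with control inhibitor compound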
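System: purified T. brucei MetRS enzyme / Detection: Kinase-Glo luciferase luminescence reporting remaining unconsumed ATP / Medium: HEPES buffer with MgCl2, KCl, DTT, spermine, BSA, pyrophosphatase / Replication: singlicate, one well per compound / Evaluation: percent inhibition relative to median high and low control wells / Schedule: 2 h aminoacylation at 25 °C after 15 min preincubation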
CendR NRP1 mod = alters CendR peptide binding to human NRP-1 | inhibition, % at 25 µM | FAM-RPARPAR peptide binding to NRP-1, fluorescence polarization | hit rate 0.85% among 360,000 | O14786;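 active means inhibition or corrected inhibition above about 18%, plus a signal ratio from 0.5 to 1.5, limit read from the data, passing the limit was not always enough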; further: strong numbers were not always called active
NadD block = NadD (S. aureus) enzyme inhibition; purified NadD enzyme, colorimetric absorbance read-out; hit rate 0.78% among 360,000; inhibition, % at 20 µM; in the data active means inhibition above about 26%; further: some compounds past the cut are filed as inactive
Neddyl block = inhibitors of human cullin neddylation; TR-FRET cullin neddylation, biochemical; P61081+Q13564; hit rate 0.58% among 360,000; calls only at 25 µM; in the data active means inhibition above about 36%
Scp-1 inhibitor = inhibitors of human Scp-1 phosphatase; Q9GZU7; Recombinant Scp1, phosphopeptide, malachite green phosphate absorbance; inhibition, % at 20 µM; hit rate 0.88% among 340,000;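 active means inhibition above about 50% at 20 µM, limit read from the data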;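 further: plate controls were DMSO wells with enzyme for no effect and wells lacking enzyme for full effect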
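Incubation: 45 min enzyme reaction at room temperature / System: truncated SCP-1 phosphatase (76-261aa) / Reagent: Phospho 17-mer peptide substrate / Buffer or medium: Acidic Tris acetate buffer with magnesium and detergent / Signal: absorbance at 630 nm / Doses: one concentration, 20 µM, with 1.0% DMSO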
* hit, by the source's call; i = inactive; / = not tested or not shown.

Preview, 5 compounds:
SMILES	DNMT1 inh	LMPTP block	SUMO1 PPI mod	STEP block	SKN-1 inh	TbMetRS inhib	CendR NRP1 mod	NadD block	Neddyl block	Scp-1 inhibitor
COc1ccc(-c2cc(C(=O)OCC(=O)NC(C)C)c3ccccc3n2)cc1	1	1.9	-17	-3	16	0.4	6	-2	/	4
COC(=O)CN1C(=O)[C@H]2[C@@H](c3ccc(C)o3)N3C(=O)CN(Cc4ccc(-c5ccccc5)cc4)C(=O)[C@@]3(C)[C@H]2C1=O	-19	-1.9	6	0	19	0.0	-6	1	i	-4
CCOC(=O)/C(C#N)=C/NC(=O)NC(C)(C)C	3	0.8	13	-3	2	-0.2	-6	4	i	-6
CC1CCC2(CC1)NC(=O)N(CC(=O)NCc1ccco1)C2=O (centres undefined)	-3	0.2	-5	0	13	-0.3	4	-8	i	/
CCNS(=O)(=O)c1ccc(NC(=O)Cn2nc(C(F)(F)F)cc2C)cc1	-1	-1.7	-3	2	-7	0.6	17	8	i	-6

The whole of this part, repeating the preview:
SMILES	DNMT1 inh	LMPTP block	SUMO1 PPI mod	STEP block	SKN-1 inh	TbMetRS inhib	CendR NRP1 mod	NadD block	Neddyl block	Scp-1 inhibitor
COc1ccc(-c2cc(C(=O)OCC(=O)NC(C)C)c3ccccc3n2)cc1	1	1.9	-17	-3	16	0.4	6	-2	/	4
COC(=O)CN1C(=O)[C@H]2[C@@H](c3ccc(C)o3)N3C(=O)CN(Cc4ccc(-c5ccccc5)cc4)C(=O)[C@@]3(C)[C@H]2C1=O	-19	-1.9	6	0	19	0.0	-6	1	i	-4
CCOC(=O)/C(C#N)=C/NC(=O)NC(C)(C)C	3	0.8	13	-3	2	-0.2	-6	4	i	-6
CC1CCC2(CC1)NC(=O)N(CC(=O)NCc1ccco1)C2=O (centres undefined)	-3	0.2	-5	0	13	-0.3	4	-8	i	/
CCNS(=O)(=O)c1ccc(NC(=O)Cn2nc(C(F)(F)F)cc2C)cc1	-1	-1.7	-3	2	-7	0.6	17	8	i	-6
COc1ccc(/C=C/C(=O)OCC(=O)NC2CCS(=O)(=O)C2)cc1 (centres undefined)	-2	0.0	-17	-2	2	-0.5	-2	2	i	12
Cc1cc(C)cc(NC(=O)COC(=O)c2ccc(CN3CCCC3=O)cc2)c1	-9	-0.1	4	0	-8	-0.4	-16	9	i	-2
COc1ccc(/C=N/Nc2snc(SC)c2C#N)cc1OC	-8	0.1	-1	0	9	0.7	-20	-9	i	-9
O=C(Cn1nnc2c(cnn2-c2ccccc2)c1=O)N1CCN(c2ccccc2F)CC1	-2	0.7	-22	2	-10	-0.2	-6	9	i	-2
COc1ccc(N2C(=O)CSC23C(=O)Nc2ccccc23)cc1 (centres undefined)	2	0.2	0	-7	-4	0.1	12	3	i	-7
Oc1cccc(CN2CCN(c3ncc(Cc4ccccc4)cn3)CC2)c1	/	0.4	-2	/	-2	-0.1	1	/	i	/
CCCCNC(=O)CC1N=C2c3ccccc3N=C(SCC(=O)Nc3ccc(OC)cc3)N2C1=O (centres undefined)	11	-0.6	-1	3	14	0.8	2	-1	i	-7
Cc1ccccc1CSc1n[nH]c(NS(=O)(=O)c2ccccc2)n1	-6	-0.1	1	-2	26	0.0	14	-9	i	-22
O=C(O)CCC(=O)Nc1ccc2c(c1)Cc1cc(NC(=O)CCC(=O)O)ccc1-2	5	-0.8	22	3	2	0.1	1	-2	i	18
CC1CCCCN1CC(=O)c1c(N)n(Cc2ccccc2)c(=O)n(C)c1=O (centres undefined)	-2	-0.2	0	-1	-2	-0.3	-27	-5	i	-3
O=C(NCc1ccccc1)c1ccc2c(=O)[nH]c3c(C(=O)NCC4CCCO4)sc(=S)n3c2c1 (centres undefined)	-1	2.4	12	3	0	-1.1	-16	10	i	9
CN1CCN(S(=O)(=O)c2ccc(NC(=O)c3cccs3)cc2)CC1	-4	0.9	1	3	5	-1.2	22*	-4	i	-4
Cc1ccc(C)n1-c1ccc(N2CCOCC2)c(Br)c1	-13	1.3	-2	4	19	-0.8	-14	3	i	-10
Cc1cc(C)c(S(=O)(=O)N2CCCCC2C(=O)O)c(C)c1 (centres undefined)	1	-0.8	2	0	2	0.3	-3	-6	i	3
CCOC(=O)C1=C(c2ccccc2)NC(=O)N(C(C)=O)C1c1cccc([N+](=O)[O-])c1 (centres undefined)	10	-0.4	-8	1	0	0.3	2	-2	i	-6
O=c1c2cc(N3CCOCC3)ccc2[nH]c(=S)n1Cc1cccc(Cl)c1	-8	0.7	-2	4	-6	-1.1	-8	8	/	-3
CC1CC(C)(C)CC2(C1)NC(=O)N(CC(=O)OCc1ccc(Br)cc1)C2=O (centres undefined)	4	-1.5	1	-2	-12	-0.4	1	-5	i	0
COC(=O)c1ccc(NC(=O)CSc2nnc(-c3ccncc3)n2C)cc1	1	-1.6	0	1	-24	-1.2	-3	-4	i	-5
COc1ccc(NC(=O)CN(Cc2ccccc2)Cc2ccccc2)cc1S(N)(=O)=O	-7	0.3	5	1	-11	-0.2	10	-2	i	-6
COCCn1c(SCc2c(F)cccc2Cl)nc2c1c(=O)[nH]c(=O)n2C	1	0.7	-1	0	4	-0.8	12	12	i	0
Further compounds follow:
SMILES	DNMT1 inh	LMPTP block	SUMO1 PPI mod	STEP block	SKN-1 inh	TbMetRS inhib	CendR NRP1 mod	NadD block	Neddyl block	Scp-1 inhibitor
CC(C)C(=O)N1CCN(S(=O)(=O)c2ccc3ccccc3c2)CC1	0	0.4	2	0	-10	-0.5	3	-2	i	1
CCOc1ccccc1CNC(=O)C1CCCN(c2nnc(C)c3c(C)n(-c4ccccc4)nc23)C1 (centres undefined)	2	6.1	47*	-2	-10	0.0	-62	3	/	6
CCCOC(=O)c1c(NC(=O)CCCn2nc([N+](=O)[O-])cc2C)sc(C(=O)OC)c1C	-6	1.5	0	2	11	0.9	2	-2	i	-17
C[C@@H]1CN([C@@H](C)CO)C(=O)CCCn2nncc2CO[C@H]1CN(C)C(=O)c1cc(-c2ccccc2)on1	4	3.7	5	3	0	-0.4	-19	2	i	/
Cc1ccc2nc(Nc3ccccc3)cc(C)c2c1	-1	3.2	1	-2	24	-0.2	0	-4	i	-8
COc1ccccc1N1CCN(C(=O)CN(CCc2ccccc2)S(C)(=O)=O)CC1	3	-1.7	-1	4	-12	-0.6	-2	1	i	-11
CCN(CC)CC#CCC(O)(c1ccccc1)C1CCCC1 (centres undefined)	7	-1.9	1	0	7	-1.4	0	-3	i	3
CCn1cc(CN2CCc3c([nH]c4ccccc34)C2c2cccc(O)c2)c(C)n1 (centres undefined)	-4	2.9	-9	-4	-6	-0.5	-14	6	/	-8
CSCCC(NC(=O)c1cccc(C)c1)C(=O)O (centres undefined)	0	-0.2	3	0	1	0.0	-9	2	i	-11
CC(C)OCC(O)CN (centres undefined)	6	-0.8	-2	-5	-12	-0.5	2	-5	i	4
CC1(C)Cc2c(cnn2-c2ccc(F)cc2)C(NC(=O)c2ccc(=O)oc2)C1 (centres undefined)	2	0.5	6	4	0	0.0	-24	11	i	-5
Cc1oc2cc3oc(=O)c(CC(=O)NCC(=O)N[C@@H](C(=O)O)c4ccccc4)c(C)c3cc2c1C	0	0.0	13	0	5	-0.6	-8	14	i	10
COc1ccc(-c2noc(CN(C)C3CCOCC3)n2)cc1	-1	-1.4	-3	0	-5	-0.7	-4	2	i	-4
Oc1ccc(Nc2nc(N3CCCC3)c3ccccc3n2)cc1	44	43	3	4	-17	1.6	10	-18	i	1
O=C(O)C1(P(=O)(c2ccccc2)c2ccccc2)CCCC1	-1	-3.2	2	1	1	-0.3	-1	-6	i	-9
Cc1ccc(Cl)c(OCC(=O)Nc2ccccc2N2CCCCC2)c1	-1	5.0	9	0	-13	-0.4	-5	7	i	-2
O=C(NCC(c1ccc(F)cc1)N1CCOCC1)c1ccco1 (centres undefined)	3	1.9	14	-1	-10	0.0	-1	4	i	-2
Cc1nc2c3cc(F)ccc3n(CCN3CCCCC3)c2s1	11	-0.7	1	2	-6	-0.3	8	-3	i	-10
COc1ccccc1NC(=O)c1cc2c(CO)cnc(C)c2oc1=Nc1cc(OC)c(OC)c(OC)c1	-17	0.8	-3	1	-12	-0.6	8	-1	i	0
O=S(c1ccccc1O)S(=O)c1ccccc1O (centres undefined)	17	2.6	11	1	13	-0.2	-16	39*	i	36
O=C(Cc1c(F)cccc1Cl)Nc1cc(S(=O)(=O)N2CCOCC2)ccc1N1CCCC1	-1	1.0	0	-2	10	-0.1	3	5	i	-4
COc1cccc(NC(=O)CN(C)C(=O)c2cn(-c3ccccc3)nc2-c2cccnc2)c1	-8	-3.0	2	-3	-16	-0.2	-5	11	i	-2
COCCNC(=O)c1cc2cc3ccc(OC)cc3nc2o1	4	-0.2	-20	1	2	0.0	-2	-2	/	-10
CC(c1ccccc1F)n1cc(C(=O)NCCCc2nc3ccccc3[nH]2)nn1 (centres undefined)	0	-0.2	2	-3	7	-0.3	1	-2	i	-5
O=C(NC1CCN(Cc2ccccc2)C1)c1cccc(S(=O)(=O)N2CCOCC2)c1 (centres undefined)	0	-0.1	3	-3	-8	0.3	9	0	i	-5
Additional structures:
SMILES	DNMT1 inh	LMPTP block	SUMO1 PPI mod	STEP block	SKN-1 inh	TbMetRS inhib	CendR NRP1 mod	NadD block	Neddyl block	Scp-1 inhibitor
COn1c2c(c3c4no[n+]([O-])c4ccc31)CCCC2	9	11	-2	-1	5	-0.6	4	4	i	-18
O=C(Nc1ccc(F)cc1F)C1CCN(c2ncnc3c2sc2cccc(F)c23)CC1	-6	1.6	-19	2	10	1.0	-10	9	i	-1
COc1ccc(C(=O)O/N=C/c2c(C(F)(F)F)nn(C)c2SCc2ccccc2Cl)cc1	-2	2.4	3	5	20	-0.8	-2	7	i	-4
CCCCC1(C)OC(=O)C(=Cc2ccc(SC)cc2)C(=O)O1 (centres undefined)	6	0.0	4	-1	-6	-0.4	-30	2	i	3
C[C@@H]1OC(Nc2ccc(N=Nc3ccccc3)cc2)[C@H](O)[C@H](O)[C@H]1O (some centres undefined)	-3	0.4	-38	1	12	-0.5	-1	-3	i	-2
O=C1/C(=C/c2cccnc2)SC(=NCc2ccccc2)N1Cc1ccccc1	-6	3.4	-6	-1	6	-0.7	-1	6	i	3
c1csc(-c2nc(N3CCCCC3)no2)c1	3	-0.8	-3	5	31	-1.0	-15	-1	/	-10
Cc1ccc(NC(=O)COC(=O)C2(c3ccc(Cl)cc3)CCCC2)cc1	-9	3.1	1	0	4	6.9*	-23	3	i	-13
Cc1cc(C(C)(C)C)ccc1NC(=O)CC(C)(C)CC(=O)O	8	13	2	-1	-4	0.0	-1	-1	i	0
O=C(Nc1ccc2c(c1)CCCN2C(=O)c1ccccc1)c1ccccc1Br	2	-0.9	3	0	19	-0.3	2	0	i	-5
